Source: PubChem BioAssay
ER stress surv – ER stress cell death inhibition; CSM14.1 thapsigargin ER stress survival, ATP luminescence; relative survival (cellular ATP), % at 15 µg/mL (by protocol); 48,000 compounds, 0.33% hits; AID 1010;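 active = survival measured by cellular ATP above 50% at 15 µg/ml in the first screen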;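 also: cell death triggered by about 15 µM thapsigargin; ATP read 24 h after thapsigargin was added; plate controls were thapsigargin with DMSO for no effect and DMSO without thapsigargin for full effect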
Numbers without * were called inactive.

SMILES | ER stress surv
CCOC(=O)c1ccc(NC(=O)C2CN(S(=O)(=O)c3ccccc3)CCN2S(=O)(=O)c2ccccc2)cc1 (stereo unspecified) | -1
CN(C)CCNCC12CC3CC(CC(C3)C1)C2 | -3
CCCCOc1ccc(-c2ccc(C(N)=O)cc2)cc1 | -1
COc1ccc(OCCNc2cc(N3CCN(CCO)CC3)ccc2[N+](=O)[O-])cc1 | -3
CN(C)CCOC(=O)CCN1C(=O)/C(=C/c2ccc(Cl)cc2Cl)SC1=S | -20
O=C(Nc1ccc(-c2ccccc2)cc1)c1ccc(Br)cc1 | 7
C=CCn1c(SCCC)nc2sc3c(c2c1=O)CCc1ccccc1-3 | 4
Cc1ccoc1C(=O)Nc1ccccc1 | -3
CN1C(=O)/C(=C/c2ccc(OC(=O)c3ccco3)cc2)SC1=S | 5
COc1cc(NC(=O)c2ccc([N+](=O)[O-])cc2)ccc1NC(=O)c1cc2ccccc2o1 | 12
COc1ccc(N2C(=O)NC(=O)/C(=C/c3ccc(-c4ccc(F)cc4)o3)C2=O)cc1 | 7
O=c1c2ccccc2nc(Cc2ccccc2)n1Nc1ccccc1 | 16
NC(=O)c1c(NC(=O)CCc2ccccc2)sc2c1CCCCCC2 | 17
O=C(Nc1ccccc1O)c1ccc(C(=O)c2ccccc2)o1 | 1
Cc1cc(/C=N/n2cnnc2)c(C)n1-c1cccc(Cl)c1 | -5
N#Cc1c(Nc2ccccc2)ccnc1N1CCN(c2ccccc2)CC1 | 4
O=C(Cc1ccc(Br)cc1)N1CCN(c2ccc(F)cc2)CC1 | 4
O=C(NCc1ccccc1)C(O)(c1ccc(F)cc1)c1ccc(F)cc1 | -2
O=C(NC1CCCCC1)c1cccc(C(F)(F)F)c1 | 2
COc1ccccc1/C=C1\SC(=S)N(c2cccc(C)c2)C1=O | 13
COc1ccc(C(=O)NCC(C)c2ccccc2)cc1OC (stereo unspecified) | 4
CCOC(=O)C1CCN(C2CC(=O)N(c3cccc(Cl)c3)C2=O)CC1 (stereo unspecified) | 7
N/C(=N\OC(=O)c1ccc([N+](=O)[O-])cc1Cl)c1cccc([N+](=O)[O-])c1 | 14
O=C1CCC(C(=O)NCc2cccnc2)N1 (stereo unspecified) | 16
CCOc1ccc(NC(=O)C2=C(C)NC(=O)NC2c2ccc(C)cc2)cc1 (stereo unspecified) | -6

By substructure: the entries above containing fluorine (4)
SMILES | ER stress surv
COc1ccc(N2C(=O)NC(=O)/C(=C/c3ccc(-c4ccc(F)cc4)o3)C2=O)cc1 | 7
O=C(Cc1ccc(Br)cc1)N1CCN(c2ccc(F)cc2)CC1 | 4
O=C(NCc1ccccc1)C(O)(c1ccc(F)cc1)c1ccc(F)cc1 | -2
O=C(NC1CCCCC1)c1cccc(C(F)(F)F)c1 | 2

More compounds.
SMILES | ER stress surv
COc1ccc(C(=O)Nc2ccccc2C(=O)N2CCOCC2)cc1 | 4
Cc1cc(C)cc(N=Cc2ccc(OC3CSC3)cc2)c1 | 1
O=C(N/C(=C/c1cccs1)C(=O)N1CCCCCC1)c1ccccc1 | 6
Cc1ccccc1C(=O)Nc1cccc(N)c1 | 3
COc1ccc(Br)cc1C(=O)Nc1ccc(-c2nc3cc(C)c(C)cc3o2)c(O)c1 | -3
COc1ccccc1CC(=O)Nc1cc([N+](=O)[O-])ccc1C | 9
CCOC(=O)c1ccccc1NC(=O)c1sc(NC(=O)C2CC2)c(C(=O)OCC)c1C | 13
COc1ccc(C(=O)Oc2ccc3c(C)cc(=O)oc3c2C(C)=O)cc1OC | 1
C=CCc1c(C)nc(-c2ccccc2)nc1Nc1ccc(C(=O)O)cc1 | 0
O=S(=O)(c1ccc2ccccc2c1)N1CCc2ccccc2C1 | 6
O=C(O)c1ccccc1-c1ccccc1C(=O)Nc1ccc(Br)cn1 | 17
CC(=O)Nc1ccc(C(=O)Nc2ccc(Br)cc2C)cc1 | 7
CCCOc1cc2oc(=O)c3c(c2cc1Cl)CCCC3 | 6
COc1ccccc1CNC(=O)c1cccc([N+](=O)[O-])c1C | 14
O=C(N/N=C/c1cc2c(cc1Cl)OCO2)/C(=C\c1ccc2c(c1)OCO2)NC(=O)c1ccccc1 | -4
CCCOc1ccccc1NC(=O)CC1Sc2ccc(C(F)(F)F)cc2NC1=O (stereo unspecified) | 6
O=[N+]([O-])c1ccc2nc3c([nH]c4ccccc43)c(Cl)c2c1 | 0
O=C1CC(N2CCN(c3ccccc3F)CC2)C(=O)N1c1ccccc1 (stereo unspecified) | 8
O=C(COc1ccccc1[N+](=O)[O-])N=Nc1c(O)[nH]c(=O)[nH]c1=O | 14
Cc1ccc(OCCCCN2CCCCC2)c(Cl)c1 | -6
O=C(NCCO)C(=O)NCc1ccco1 | 6
O=c1[nH]c(SCCOc2ccccc2F)nc2ccccc12 | 10
CC(C)=CC1C(C(=O)Nc2ccc(Br)cn2)C1(C)C (stereo unspecified) | 0
O=C(O)CCN1C(=O)c2ccc(C(=O)c3cccc([N+](=O)[O-])c3)cc2C1=O | 11
Cc1c(Cl)cccc1N=C1NC(=O)/C(=C/c2ccc(-c3ccccc3C(=O)O)o2)S1 | -1
More structures follow:
SMILES | ER stress surv
Cc1ccc(-n2[nH]c(C)c(C=O)c2=O)cc1 | -4
Cc1ccc(N(CC(=O)NC2CCCC2)S(=O)(=O)c2ccccc2)cc1 | 7
Cc1cc([N+](=O)[O-])ccc1N=Cc1cccc(O)c1O | 4
CC1=C(C(=O)OCC2CCCO2)C(c2ccc(Cl)c(Cl)c2)NC(=O)N1 (stereo unspecified) | 5
CC(C)(C)c1ccc(S(=O)(=O)N/N=C/C=C/c2ccco2)cc1 | 1
O=C(NN1C(=O)/C(=C/c2cccc(O)c2)SC1=S)c1ccccc1O | 9
CS(=O)(=O)N(CC(=O)O)c1cc(Cl)cc(Cl)c1 | 9
COc1ccccc1NCn1nnc2ccccc21 | -3
CC(=O)Nc1sc2c(c1C(N)=O)CCC(C)C2 (stereo unspecified) | 2
CCOc1ccc2c(c1)-c1c(ssc1=S)C(C)(C)N2C(=O)c1ccc(OC)c(OC)c1 | 8
COc1ccccc1N1CCN(/N=C/C=C\c2ccco2)CC1 | -4
S=c1[nH]nc(-c2ccc(Cl)cc2Cl)n1-c1ccccc1 | 0
Cc1cc(C(F)(F)F)nn1CC(=O)Nc1sc2c(c1C#N)CCCC2 | 2
O=C(NCC1CCCO1)c1cc2ccccc2oc1=O (stereo unspecified) | -1
CC1=CC(C)(C)Nc2ccc(OC(=O)C(C)N3C(=O)c4ccccc4C3=O)cc21 (stereo unspecified) | -6
O=C(CC(C(=O)O)C1CCCO1)NCc1ccccc1 (stereo unspecified) | 5
O=C(CSc1nnnn1-c1ccccc1)c1ccc(-c2ccccc2)cc1 | 14
CCOc1ccccc1NC(=O)C(=O)NCc1ccncc1 | 5
COc1ccc(C2CC(=O)C3=C(C2)Nc2ccccc2NC3c2cc(OC)c(OC)cc2Br)cc1 (stereo unspecified) | 4
C#CCn1cc(/C=C2\C(=O)NC(=O)N(c3ccc(C)cc3)C2=O)c2ccccc21 | 35
O=C(Nc1cccnc1)Nc1ccccn1 | -2
COc1ccc(C2/C(=C(/O)c3ccc(C)cc3)C(=O)C(=O)N2CCCCCC(=O)O)cc1 (stereo unspecified) | 6
COC(=O)c1sc2nc(-c3ccccc3)nc(N3CCOCC3)c2c1C | 6
Cc1ccnc(NC(=O)CCCOc2ccc(Cl)cc2Cl)c1 | 7
S=C(NCC1(c2ccccc2)CCOCC1)Nc1ccccc1 | 5

A different layout for 2 compounds above:
mol	ER stress surv
Cc1ccnc(NC(=O)CCCOc2ccc(Cl)cc2Cl)c1	7
COc1ccccc1N1CCN(/N=C/C=C\c2ccco2)CC1	-4

Next section.
SMILES | ER stress surv
CC(C)Oc1ccccc1NC(=O)c1cccs1 | 3
OCc1cccc(N=Cc2cccc(Cl)c2Cl)c1 | 8
O=C(COc1ccc2c(c1)oc(=O)c1ccccc12)c1ccc(F)cc1 | 13
O=[N+]([O-])c1ccccc1S(=O)(=O)NC1CCS(=O)(=O)C1 (stereo unspecified) | 8
CSc1ccc(/C=C/C(=O)c2ccc(NC(=O)c3ccco3)cc2)cc1 | -6
CCc1nnc(NS(=O)(=O)c2ccc(N=Cc3c(C)[nH]n(-c4ccc(Cl)cc4)c3=O)cc2)s1 | 8
Cc1onc(-c2ccccc2)c1C(=O)Nc1cccc(Br)c1 | -2
Cc1ccc(OCC(=O)N/N=C\c2cccc(OC(=O)c3cccs3)c2)cc1 | -1
Cc1cc2nc(-c3ccc(NC(=S)NC(=O)c4ccco4)cc3)oc2cc1C | 3
O=C(c1ccccc1)N1N=C(C(F)(F)F)CC1(O)c1ccccc1 (stereo unspecified) | 5
Cc1ccc2c(c1)-c1c(ssc1=S)C(C)(C)N2C(=O)C(C)N1C(=O)c2ccccc2C1=O (stereo unspecified) | 8
CCOc1ccc(NC(=O)C2C3CCC4C(CCC32)C4(Cl)Cl)cc1 (stereo unspecified) | 2
Cc1ccc(S(=O)(=O)Nc2cc(C)c(O)c(Sc3nc4ccccc4s3)c2)cc1 | 2
CC(C)CN1C(=O)/C(=C/c2c(F)cccc2Cl)SC1=S | 0
CCCNC(=O)c1c(-c2ccccc2)noc1C | 11
O=c1cc(C(F)(F)C(F)(F)F)c2cc3c4c(c2o1)CCCN4CCC3 | 0
O=S(=O)(c1ccc2c(c1)OCCO2)N1CCCCCC1 | -2
CN(C)C(=O)COc1ccc2c3c(c(=O)oc2c1)CCCC3 | 0
COc1ccc(CCNC(=O)CSc2nnc(-c3cccc(F)c3)n2-c2ccccc2)cc1OC | 12
Brc1ccc(-c2nnc(SCCCCOc3ccccc3)o2)cc1 | 10
Cc1cc(Br)ccc1N1C(=O)c2ccc(-c3nc4ccccc4c(=O)o3)cc2C1=O | 7
CCN1C(=O)/C(=C/c2nc3ccccc3c(=O)n2-c2cccc(OC)c2)c2ccccc21 | 4
O=C1c2cccc3cccc(c23)C(=O)N1/N=C/c1ccccc1O | 14
CCOc1ccc(Nc2ncnc3c2oc2ccccc23)cc1 | -1
CCOC(=O)c1c(NC(=O)Oc2ccccc2)sc2c1CCC2 | -3

Reformatted: four of the compounds above
O=C(O)CCN1C(=O)c2ccc(C(=O)c3cccc([N+](=O)[O-])c3)cc2C1=O
  ER stress surv = 11

Cc1c(Cl)cccc1N=C1NC(=O)/C(=C/c2ccc(-c3ccccc3C(=O)O)o2)S1
  ER stress surv = -1

Cc1ccc(-n2[nH]c(C)c(C=O)c2=O)cc1
  ER stress surv = -4

Cc1ccc(N(CC(=O)NC2CCCC2)S(=O)(=O)c2ccccc2)cc1
  ER stress surv = 7

The list continues:
SMILES | ER stress surv
CC(C)(C)OC(=O)N1CC(O)CC1C(=O)OCC(=O)c1ccccc1 (stereo unspecified) | 3
Cc1cc(/C=C2/SC(=S)NC2=O)c(C)n1-c1cccnc1 | -1
CC(C)OC(=O)C1C(=O)CC(C)(O)C(C(=O)OC(C)C)C1c1cccc(F)c1 (stereo unspecified) | 7
N#CC1=C(N)Oc2n[nH]c(-c3ccccc3)c2C1CCc1ccccc1 (stereo unspecified) | -5
O=c1[nH]c(=O)n(-c2ccccc2F)c(O)c1C=NCc1ccccc1F | 1
CC(=O)N1CCN(c2cc(N3CCCC3)c(F)cc2[N+](=O)[O-])CC1 | -1
Cc1ccc(C2CC(C(F)(F)F)n3nc(C(=O)NC(C)C)cc3N2)cc1 (stereo unspecified) | -8
COc1ccc(-c2nc3sc4c(c3c(=O)[nH]2)CCCC4)cc1C | -1
COc1cc(C(=O)N/C(=C/c2ccc(F)cc2)C(=O)NC(C)C(=O)O)cc(OC)c1OC (stereo unspecified) | 6
CC(=O)NS(=O)(=O)c1ccc(NC(=O)c2ccc3c(c2)OCO3)cc1 | 6
Cc1c(NC(=O)c2ccco2)cccc1-c1nc2ncccc2o1 | 8
O=C(c1cc(-c2ccc(Br)cc2)nc2ccccc12)N1CCCCC1 | 5
COc1ccc(NC(=O)/C=C/c2cccc([N+](=O)[O-])c2)cc1 | 3
COc1ccc(CNCc2ccc3ccccc3c2)cc1OC | -16
O=C1C(=O)N(c2ccccn2)C(c2cccc(Cl)c2)/C1=C(\O)c1ccc(Cl)cc1 (stereo unspecified) | 0
CCOc1ccc(N(CC(N)=O)S(C)(=O)=O)cc1 | -1
O=C(Nc1cccc(Cl)c1)/C(=C\c1ccco1)NC(=O)c1cccs1 | 7
CCOc1cc(OCC)cc(C(=O)Nc2cccc([N+](=O)[O-])c2)c1 | 8
O=S(=O)(c1ccc(NC(=S)Nc2ccccc2)cc1)N1CCCCC1 | 6
CC(C)(C)NC(=O)c1cccc(N2C(=O)c3cccc([N+](=O)[O-])c3C2=O)c1 | 6
Cc1cc(Cl)ccc1OCC(=O)Nc1sc(C)c(C)c1C(N)=O | 9
CCC(Oc1ccccc1)C(=O)NCc1ccccc1 (stereo unspecified) | 0
CC1CCN(C(=O)c2ccc(N3C(=O)c4ccccc4C3=O)cc2)CC1 | 9
CCc1ccccc1NC(=O)CN(c1ccc(C(C)C)cc1)S(=O)(=O)c1ccccc1 | 11
COc1cc2cc(C(N)=O)c(N)nc2cc1OC | 6

In the list so far, these contain a CF3 group:
SMILES | ER stress surv
O=C(NC1CCCCC1)c1cccc(C(F)(F)F)c1 | 2
CCCOc1ccccc1NC(=O)CC1Sc2ccc(C(F)(F)F)cc2NC1=O (stereo unspecified) | 6
Cc1cc(C(F)(F)F)nn1CC(=O)Nc1sc2c(c1C#N)CCCC2 | 2
O=C(c1ccccc1)N1N=C(C(F)(F)F)CC1(O)c1ccccc1 (stereo unspecified) | 5
O=c1cc(C(F)(F)C(F)(F)F)c2cc3c4c(c2o1)CCCN4CCC3 | 0
Cc1ccc(C2CC(C(F)(F)F)n3nc(C(=O)NC(C)C)cc3N2)cc1 (stereo unspecified) | -8

Additional results:
SMILES | ER stress surv
C1=C=CC(OCCOc2ccc(/C=N/n3cnnc3)cc2)=CC=1 | 10
Cc1ccc2nc(NC(=O)CSc3nc(C)cc(=O)[nH]3)sc2c1 | 10
Cc1cc(C)cc(NC(=O)c2sc3ccccc3c2Cl)c1 | 2
Cc1ccc(-c2nc3ccccc3o2)cc1NC(=S)NC(=O)c1ccco1 | 3
CCc1ccccc1NC(=O)c1c(NC(=O)c2ccco2)sc2c1CCCC2 | -1
CC(C)COc1ccc2[nH]c3c(c2c1)CCC/C3=N\N | 7
Cc1ccc2nsnc2c1NC(=O)S(=O)(=O)c1ccccc1 | 4

Only part of the results is shown (hit frequency here may not be typical).
